Compound activity as filed in PubChem BioAssay.
NS3 helicase inh: inhibitors of HCV NS3 helicase, primary screen, biochemical, Cy5 molecular beacon fluorescence. inhibition, % at 10.9 µM. AID 1800, 2009. 290,000 tested, 0.56% active. Hepatitis C virus NS3 helicase. NS3 helicase DNA unwinding;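 active means inhibition above the mean of all tested compounds plus 3 SD, set per campaign, cut at about 35% in these data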;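 further: 0% = DMSO wells and 100% = thioflavine S control wells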
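Compound dosing – single dose, 10.9 µM nominal final, DMSO 0.8% final · System – NS3 helicase fragment of HCV · Buffer or medium – MOPS pH 6.5, MgCl2, DTT, Tween20, BSA · Signal – Cy5 beacon fluorescence read at start and 1 h · Also added – annealed dual-labelled DNA beacon duplex, ATP-started · Schedule – 1 h at 25 °C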
PfM18AAP inh: PfM18AAP inhibitors, malaria aminopeptidase, primary screen, biochemical, QFRET, recombinant enzyme. M18 aspartyl aminopeptidase (Plasmodium falciparum 3D7). H-Glu-NHMec fluorogenic cleavage. inhibition, % at 7.35 µM. 290,000 tested, 1.2% active;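 active means inhibition above the campaign mean inhibition over all tested compounds plus 3 SD, cut at about 28% in these data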;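 further: 0% = plate median of test compound wells and 100% = 2 mM ZnCl2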
UBC9 SUMO inh: inhibitors of in vitro SUMOylation cascade, primary screen, biochemical, HTRF, uHTS; AID 2006, 2009; inhibition, % at 35 µM; 290,000 tested, 0.36% active; HTRF SUMOylation assay, SAE1/SAE2 + UBC9; in the data active means inhibition above about 50%, passing the limit was not always enough; further: strong numbers were not always called active
IMP-1 inhibitor: IMP-1 metallo-beta-lactamase inhibitors, primary screen, biochemical, epi-absorbance readout, Pseudomonas aeruginosa enzyme | metallo-beta-lactamase IMP-1 (Pseudomonas aeruginosa) | purified IMP-1, nitrocefin hydrolysis, epi-absorbance fluorescence | inhibition, % at 5.6 µM | 290,000 tested, 0.45% active | AID 1556, 2009;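 active means inhibition above the mean plus 3 SD of all compounds in the same screening run, cut at about 4.5% in these data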;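 further: 0% = IMP-1 with DMSO and 100% = DMSO wells lacking enzyme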
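System: Purified recombinant IMP-1 metallo-beta-lactamase enzyme | Measured by: Fluorescence quenching readout, ex 480/em 530 nm | Replication: Singlicate | Incubation: 15 min preincubation plus 25 min reaction at 25 °C | Evaluation: Percent inhibition from optical density relative to buffer-blank wells | Benchmarks: DMSO with and without IMP-1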
IDE inh: human IDE inhibitors in live cells, primary screen, fluorescence polarization, HEK cells, FAbetaB substrate. AID 434962, 2010. inhibition, % at 5.59 µM. Insulin-degrading enzyme (Homo sapiens), P14735. FAbetaB cleavage. 320,000 tested, 0.41% active;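 active means percent inhibition above the average of all tested compounds plus 3 SD, set per screening campaign, cut at about 16% in these data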;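 further: IDE supplied by intact live HEK cells; FP after avidin binding of uncleaved biotin substrate so inhibition keeps polarization high; 0% = DMSO wells and 100% = 60 µM reference IDE inhibitor Ii1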
Target sequence (P14735 whole entry, looked up): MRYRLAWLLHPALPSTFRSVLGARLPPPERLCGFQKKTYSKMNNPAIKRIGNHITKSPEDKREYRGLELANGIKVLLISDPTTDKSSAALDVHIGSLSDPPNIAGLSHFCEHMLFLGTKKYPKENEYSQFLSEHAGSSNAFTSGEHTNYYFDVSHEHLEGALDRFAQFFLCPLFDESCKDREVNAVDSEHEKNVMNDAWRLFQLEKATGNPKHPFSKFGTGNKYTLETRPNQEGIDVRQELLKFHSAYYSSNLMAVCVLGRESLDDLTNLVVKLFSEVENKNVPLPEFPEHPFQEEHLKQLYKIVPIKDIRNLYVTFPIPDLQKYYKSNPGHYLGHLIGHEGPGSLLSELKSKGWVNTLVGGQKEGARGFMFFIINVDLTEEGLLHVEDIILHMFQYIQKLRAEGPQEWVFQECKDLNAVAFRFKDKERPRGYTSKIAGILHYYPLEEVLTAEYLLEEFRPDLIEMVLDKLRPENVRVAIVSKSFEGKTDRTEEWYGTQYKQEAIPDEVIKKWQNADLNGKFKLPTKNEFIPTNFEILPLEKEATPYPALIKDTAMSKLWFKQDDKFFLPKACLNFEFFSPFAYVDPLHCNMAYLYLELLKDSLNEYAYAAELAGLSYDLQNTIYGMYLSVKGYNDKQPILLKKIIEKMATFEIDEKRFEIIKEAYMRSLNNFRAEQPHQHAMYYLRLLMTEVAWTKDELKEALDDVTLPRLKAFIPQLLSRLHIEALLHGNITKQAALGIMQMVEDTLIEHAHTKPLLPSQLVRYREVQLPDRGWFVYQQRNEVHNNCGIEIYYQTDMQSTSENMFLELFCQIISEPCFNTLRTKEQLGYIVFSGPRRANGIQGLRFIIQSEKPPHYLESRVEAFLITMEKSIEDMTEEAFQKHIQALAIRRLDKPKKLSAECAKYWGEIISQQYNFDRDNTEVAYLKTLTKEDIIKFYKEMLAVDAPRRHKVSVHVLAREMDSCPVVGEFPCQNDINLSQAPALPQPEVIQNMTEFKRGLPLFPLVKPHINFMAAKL
p-CIP stab down: p/CIP-EGFP fusion destabilizers, primary screen, fluorescence, F442A cells; Q05BA5; 16 h; decrease of EGFP signal, % at 10 µM; 290,000 tested, 0.01% active; AID 1984, 2009;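 active means EGFP signal decrease of at least 30% at 10 µM or well 3 SD below plate mean, unless failing retest; inactive means the rest, including hits failing retest or dose response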; further: some compounds called inactive have numbers as strong as hits; many of its hits are not listed in these tables
VIM-2 inh: VIM-2 metallo-beta-lactamase inhibitors, primary screen, biochemical, epi-absorbance readout, Pseudomonas aeruginosa enzyme | purified VIM-2, nitrocefin hydrolysis, epi-absorbance fluorescence | inhibition, % at 5.6 µM | 290,000 tested, 0.89% active | AID 1527, 2009;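 active means inhibition above the mean of all tested compounds plus 3 SD, cutoff set per screening run, cut at about 7.5% in these data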;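 further: red hydrolysis product quenches plate fluorescence so inhibitors raise well fluorescence; 0% = enzyme with DMSO and 100% = DMSO without enzyme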
FID counter: compounds displacing fluorescent DNA intercalator, primary screen, artefact control for HCV NS3 helicase inhibitor project, biochemical, FID fluorescence | 290,000 tested, 0.17% active | inhibition, % at 7.9 µM | DNA fluorescent intercalator displacement; in the data active means inhibition above about 37%;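 further: 0% = vehicle and 100% = reference compound; higher means more ethidium bromide displaced from hairpin DNA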
IDE act: human IDE activators in live cells, primary screen, fluorescence polarization, HEK cells, FAbeta-B substrate | Insulin-degrading enzyme (Homo sapiens), P14735 | FAbeta-B cleavage; 0% vehicle, 100% cell-free pure enzyme wells | activation, % at 5.96 µM | 340,000 tested, 0.073% active;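 active means activation above the mean of all tested compounds plus 3 SD, set per screening campaign, cut at about 17% in these data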
* = called active by the depositor; . = not tested or not shown.

SMILES	NS3 helicase inh	PfM18AAP inh	UBC9 SUMO inh	IMP-1 inhibitor	IDE inh	p-CIP stab down	VIM-2 inh	FID counter	IDE act
COC(=O)c1cc(S(=O)(=O)Nc2cccc(C)c2C)cn1C	8.8	-6.6	-6.9	-2.2	-1.2	-7.9	-1.7	-10.0	1.7
O=C(CSc1nnc(Cc2ccccc2)n1-c1ccc(Cl)cc1)N1CCOCC1	1.0	0.0	-14.1	0.7	3.1	-15.3	-1.3	-38.7	3.0
CCC(Sc1nc(C)cc(=O)[nH]1)C(=O)Nc1sc2c(c1C#N)CCCC2 (stereo unspecified)	26.5	-3.1	-3.2	-6.0	-4.0	-19.4	-4.3	-19.2	3.5
COc1ccc(C(=O)Nc2ccc(S(=O)(=O)NCc3ccco3)cc2)cc1OC	-1.9	11.8	27.9	-3.0	1.4	-4.1	-1.5	-0.9	6.4
O=C(C[n+]1cccc(NC(=O)c2ccccc2)c1)c1ccccc1	-2.6	-6.8	-3.2	-2.2	8.5	-8.5	-2.0	16.9	3.4
O=C(NCCC1=CCCCC1)C1CC(=O)N(Cc2ccccc2)C1 (stereo unspecified)	-4.1	6.7	-6.7	-3.6	-1.9	7.6	-3.6	-27.4	-0.7
O=C(CCCn1c(=O)c2ccccc2n(Cc2cccc(F)c2)c1=O)NC1CCN(Cc2ccccc2)CC1	-52.1	-0.4	-13.2	0.0	-4.0	3.9	-1.8	3.9	.
COc1ccccc1C(=O)NCCC(=O)N(C)Cc1ccc(C)o1	4.3	-16.2	2.7	-2.2	0.4	-11.2	-4.0	-14.7	0.4
COc1ccc(NC(=O)c2cc(S(=O)(=O)N3CCCCC3)c[nH]2)c(OC)c1	14.3	0.3	3.8	1.9	-3.0	-3.8	-0.5	-32.3	5.7
CCN1/C(=C/C=C/C=C/c2sc3ccccc3[n+]2CC)Sc2ccccc21	17.7	37.3*	6.9	2.8	4.9	-12.8	1.4	-27.8	.
Cc1ccc(-c2noc(-c3ccccc3F)n2)cc1	-1.8	-1.1	-12.4	-0.8	2.7	0.3	-1.2	-2.8	3.6
COCCCNC(=S)NNC(=O)c1csc(C)n1	2.3	8.3	8.5	8.7*	4.0	-14.8	-1.7	-7.7	-4.2
O=C(NCCN1CCOCC1)C(Sc1ccccc1)c1ccccc1 (stereo unspecified)	-5.1	-13.6	18.5	-1.2	-2.7	-4.9	-1.0	-3.0	3.0
N=C1C(c2nc3ccccc3[nH]2)=C(O)CN1c1ccc(F)cc1	-6.0	-2.5	-20.1	-3.9	9.6	-17.2	-4.2	-6.7	8.2
O=C(N=C1SC2CS(=O)(=O)CC2N1c1ccc(Cl)c(Cl)c1)C1CCCO1 (stereo unspecified)	-1.9	11.5	1.7	-2.9	4.3	-2.8	-2.2	-9.7	2.7
CCc1cccc(NS(=O)(=O)c2ccc3c(c2)NC(=O)CC(=O)N3)c1	3.1	4.3	0.6	-1.9	9.0	-3.8	-3.6	-1.9	2.8
CSc1nc(C)cc(SCCO)n1	-0.3	-10.6	-18.1	1.1	2.5	-4.2	0.5	2.5	3.2
O=C(O)CCNC(=O)c1ccccc1	-2.2	-1.8	-1.2	-4.2	-2.8	2.5	-4.7	-0.4	3.5
COc1ccc(NC(=O)n2ncc3c(C)cccc32)cc1OC	12.2	6.6	-7.5	-4.6	6.2	-11.6	-2.6	-21.6	-0.7
N/C(=N\OC(=O)c1cccc(F)c1)c1ccccn1	1.8	2.3	-7.4	-1.3	0.2	-2.6	0.6	-9.9	3.8
COC(=O)c1cc(C(=O)OCC(=O)NC2CCCC2)cc([N+](=O)[O-])c1	4.1	3.6	6.7	-3.4	-2.6	-3.7	-3.2	-4.7	3.5
O=C(COc1ccc(Cl)cc1Cl)Nc1nnc(C2=COCCO2)o1	6.0	-6.0	1.2	-3.6	-2.1	13.9	-0.9	-4.4	-2.2
COc1ccc(OC)c(CNC(=O)C2CCN(S(=O)(=O)N3CCCC3)CC2)c1	3.9	-3.7	17.6	-1.9	-6.3	-5.7	0.3	-10.1	4.1
COC(=O)c1ccc(NS(=O)(=O)c2ccc3[nH]c(=O)oc3c2)cc1	0.0	9.7	-5.9	-3.5	-1.8	-9.6	-1.9	2.7	-0.6
CC(SCc1ccccc1)C(=O)Nc1ccccc1-c1ccccc1 (stereo unspecified)	-0.4	-8.9	-11.1	-2.2	7.7	-4.3	-3.7	-18.7	-0.9
O=C(NC(=S)Nc1ccc2c(c1)OCO2)c1ccccc1	7.4	1.7	-3.5	-0.3	1.8	-7.1	-5.0	-2.3	-0.8
COc1cccc(-c2cc(C(=O)Nc3ccn(Cc4ccc(C)cc4)n3)no2)c1	12.3	1.4	11.7	-1.9	-3.0	-4.1	-3.7	-2.9	2.8
CCOC(=O)C1CCN(C(C(=O)NC2CCCCC2)c2ccc(OC)cc2)CC1 (stereo unspecified)	6.4	-5.5	2.4	-2.2	2.2	-9.7	-0.9	0.9	0.5
CC1(C)CC(O)CC(C)(C)N1CC(O)COCCOc1ccc(Br)cc1 (stereo unspecified)	-5.2	-4.1	20.7	-1.9	-2.0	-13.2	-2.3	10.0	1.0
CSc1nnc2c(n1)OC(c1ccc(C(=O)O)cc1)N(C(C)=O)c1ccccc1-2 (stereo unspecified)	-2.9	2.8	-2.9	-2.6	2.2	8.6	-0.5	1.3	0.3

SMILES	NS3 helicase inh	PfM18AAP inh	UBC9 SUMO inh	IMP-1 inhibitor	IDE inh	p-CIP stab down	VIM-2 inh	FID counter	IDE act
Cc1ccccc1-c1ccc(=O)n(CC(=O)Nc2ccc(-n3cnnn3)cc2)n1	4.2	-8.3	2.7	-2.9	1.3	-3.9	-2.4	-22.3	0.6
Cc1ccc(NC(=O)c2ccc(=O)[nH]c2)cc1S(=O)(=O)N1CCCCC1	6.0	1.2	25.4	-2.3	-5.9	-1.4	-3.7	-24.6	4.0
COc1ccc2nc(SCC(=O)NCc3ccc(S(N)(=O)=O)cc3)[nH]c2c1	-1.5	3.5	15.1	-3.1	-2.1	-8.4	-0.1	-2.3	3.5
COC(=O)CSc1nnc(-c2ccncc2)o1	3.0	-2.0	-9.0	-1.3	4.0	1.0	-2.2	-0.9	1.4
Cc1cccc(NC2=NCC(=O)N2CCc2ccccc2)c1	4.2	1.1	-19.0	-3.0	4.7	2.8	-1.9	-4.1	3.9
CC1=C(C(=O)OC2CCCCC2)C(c2ccc(O)cc2)NC(=O)N1 (stereo unspecified)	-11.0	-4.9	9.1	-1.3	7.5	-20.3	-0.1	-15.1	-17.9
Cc1nc([N+](=O)[O-])cn1CC(O)c1ccc(F)cc1 (stereo unspecified)	-0.6	-0.7	3.7	-2.9	1.9	4.4	-1.9	0.9	8.5
CC(=O)Nn1c(C)nnc1-n1nc(C)cc1C	-3.4	0.1	13.4	-2.5	3.3	-11.8	-3.8	-3.6	2.9
COc1ccc(CCNC(=O)CCn2c(=O)oc3ccccc32)cc1	-3.1	0.7	3.7	-1.4	-3.3	2.6	-1.8	-4.0	6.3
CCCCNc1ccccc1C(=O)OCC(=O)Nc1ccc(S(N)(=O)=O)cc1	0.2	-5.5	23.3	-2.0	5.5	-2.4	-3.3	-1.6	7.4
CC1CCC(NC(=O)CN2CCCN(Cc3ccc(F)cc3Cl)C2=O)CC1 (stereo unspecified)	10.7	-7.4	8.7	-3.8	-6.0	3.1	-3.8	-37.3	-1.8
O=C(Nc1ccc2c(c1)OCCO2)c1c[nH]c(=O)n(-c2ccc(F)c(Cl)c2)c1=O	9.2	6.9	1.1	-2.8	-3.2	22.3	-5.2	-22.6	3.1
CC(C)Oc1ccc(CCNC(=O)CC2C(=O)NCCN2C)cc1 (stereo unspecified)	-25.8	5.1	-5.1	-1.1	-1.2	-0.2	-0.6	-6.0	4.2
CC(C)CCNC(=O)c1ccc(Cl)c(NC(=O)c2ccccc2F)c1	-5.0	-7.6	7.7	0.6	5.3	-4.4	0.2	-6.8	.
COc1ccccc1NS(=O)(=O)c1cc(NC(=O)CNC(=O)c2ccc(C)s2)ccc1Cl	-14.3	-2.1	-33.6	-3.9	3.0	2.7	0.4	-4.2	-0.1
O=C(NCCCc1nc2ccccc2[nH]1)c1ccc(F)cc1	2.7	-1.2	12.1	-3.9	-1.4	8.5	-3.4	-6.3	3.0
COc1ccccc1OCC(=O)NCCSCc1ccc(Cl)cc1	-0.1	1.5	-11.0	-3.0	-0.3	-0.4	-2.0	-27.5	7.2
CCN(C(=O)c1cc2cccc(OC)c2oc1=O)C1CCCCC1	-1.7	-0.3	10.9	-2.8	-1.4	-4.9	-3.5	-25.2	5.8
COc1ccccc1NC(=O)COc1ccc(/C=N/NS(=O)(=O)c2ccc(C)cc2)cc1	-14.4	-5.9	16.2	0.0	3.8	-5.4	-2.5	-10.9	3.5
O=C(NC(=S)Nc1ccccc1N1CCOCC1)c1sc2ccccc2c1Cl	5.8	-2.6	9.7	-2.6	-0.1	-9.5	0.5	2.7	2.1
O=C(CSc1cn(CC(=O)N2CCCC2)c2ccccc12)NCC1CCCO1 (stereo unspecified)	-3.3	1.5	10.5	-1.3	-2.9	12.3	-1.4	-17.1	1.2
COc1ccc(C(=O)c2c(-c3cccc(C)c3)oc3ccc(N4CCOCC4)cc23)cn1	-23.0	0.2	26.3	0.2	0.6	-0.5	-1.1	-32.5	1.4
CCN(CC)S(=O)(=O)c1ccc(NC(=O)C(C)N(c2ccc(OC)cc2)S(C)(=O)=O)cc1 (stereo unspecified)	-10.4	3.0	12.9	-1.7	4.6	-6.4	-0.4	-28.6	6.3
Clc1nc2sccn2c1/C=N/n1cnc2ccccc21	-1.8	8.0	9.4	-1.1	3.2	-5.8	2.5	-4.5	0.7
O=C(Nc1ccc(N2CCN(Cc3ccccc3)CC2)cc1)c1ccccc1[N+](=O)[O-]	-4.1	6.1	1.3	-0.8	0.9	-14.3	-1.7	15.7	3.0
O=C1CN(CC(=O)N2CCCCC2)c2ccccc2O1	5.0	23.6	10.3	-3.7	0.5	-2.4	-0.2	2.0	1.6
O=C(Nc1ccc(N2CCOCC2)cc1)C1CCCCN1S(=O)(=O)c1ccccc1 (stereo unspecified)	-12.2	4.2	7.7	-1.9	6.0	3.2	-1.2	-27.2	2.0

Compounds were not picked by outcome; 3.6% or so of the library scored in one or more.
